# Giardia FBPA inh: qHTS Assay for Inhibitors of Fructose-1,6-bisphosphate Aldolase from Giardia Lamblia. purified Giardia FBPA. Potency, µM (series often up to 59.6 µM), inactives show at the highest dose activity, negative = inhibition, usual class: inhibitors. actives 0.71% (n = 290,000); also: potency is read from the fitted curve at half-maximal effect; % is scaled to controls: 0 for no effect and ±100 for the full control effect; nearly all actives have a fitted effect of over 55% in size
# Target sequence (A8B2U2 whole entry, looked up): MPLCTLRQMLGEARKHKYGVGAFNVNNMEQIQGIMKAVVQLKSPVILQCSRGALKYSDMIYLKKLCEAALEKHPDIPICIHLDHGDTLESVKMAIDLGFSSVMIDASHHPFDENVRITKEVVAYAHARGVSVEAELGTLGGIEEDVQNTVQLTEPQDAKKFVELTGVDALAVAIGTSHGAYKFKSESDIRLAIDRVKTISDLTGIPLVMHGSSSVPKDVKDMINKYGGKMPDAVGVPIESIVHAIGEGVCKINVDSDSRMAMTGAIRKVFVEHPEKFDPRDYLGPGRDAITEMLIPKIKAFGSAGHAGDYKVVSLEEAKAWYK
#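 Giardia FBPA (40 nM reagent) was preincubated 10 min at RT with compound (up to 57.5 uM final), then substrate plus GAPDH/TPI/NAD/arsenate coupling system with diaphorase/resazurin was added; resorufin fluorescence (525/598 nm) was read after 20 min.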
# AmpC detergent: qHTS Inhibitors of AmpC Beta-Lactamase (assay with detergent); Potency, µM (highest dose often 114 µM), without a hit: at the highest dose activity change, negative = inhibition, hits mostly inhibitors; AmpC hydrolysis of nitrocefin, absorbance 480 nm, 0.01% Triton; actives 0.041% (n = 370,000);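 also: potency is read from the fitted curve at half-maximal effect; 0% = no-compound wells and -100% = no-enzyme wells; nearly all actives have a fitted effect of over 25% in size; some results filed as inactive show a strong effect at the top dose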
# Target sequence (P00811 whole entry, looked up): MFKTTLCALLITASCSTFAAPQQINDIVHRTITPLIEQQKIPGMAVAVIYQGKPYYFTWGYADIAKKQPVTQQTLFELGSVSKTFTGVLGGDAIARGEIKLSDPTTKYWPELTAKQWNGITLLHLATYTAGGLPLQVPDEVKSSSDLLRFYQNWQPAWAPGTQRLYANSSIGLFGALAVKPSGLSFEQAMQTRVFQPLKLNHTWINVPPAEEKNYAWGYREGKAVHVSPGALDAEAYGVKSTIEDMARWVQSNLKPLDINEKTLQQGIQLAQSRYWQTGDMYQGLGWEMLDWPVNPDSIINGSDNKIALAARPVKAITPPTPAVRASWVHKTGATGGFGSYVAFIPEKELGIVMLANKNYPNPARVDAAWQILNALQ
#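 20 mM phosphate pH 7.0 + 0.01% (detergent screen) or 0.0001% Triton X-100; 5.3 nM AmpC reagent; cpd preinc 15 min RT; nitrocefin (800 uM stock) to start; A480 q20 s × 4 min; Activity was normalised to no-enzyme and no-compound control wells.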
# AMA1 RON2 block: qHTS for Inhibitors of AMA1-RON; Towards Development of Antimalarial Drug Lead: Primary Screen; Plasmodium falciparum AMA1 (3D7) - RON2 peptide interaction; AlphaScreen AMA1-biotinylated RON2 peptide binding; Potency, µM (highest dose often 58.2 µM), inactives show at the highest dose activity change, negative = inhibition, usual class: inhibitors; actives 0.2% (n = 360,000);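 also: potency is read from the fitted curve at half-maximal effect; 0% = vehicle wells and -100% = peptide control; nearly all actives have a fitted effect of over 45% in size; some results filed as inactive show a strong effect at the top dose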
#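 AMA1 (3D7) with his tag at 25 nM final met compounds first, then biotinylated RON2 peptide at 25 nM; detection used donor plus acceptor beads, 10 µg/mL apiece, read by AlphaScreen after 30 min at room temperature.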
# HCMV inh: qHTS Assay for inhibitors of the human cytomegalovirus (HCMV) | AID 1259415, 2018 | HFF cells, HCMV-luciferase reporter, 72 h; stronger effect = lower value | actives 4.5% (n = 410,000) | activity change, negative = inhibition, % at 57.5 µM; in the data active = activity change below about -60%; inconclusive = no clear call, values can overlap the other calls; inactive = above about -39%; also: % is scaled to controls: 0 for no effect and ±100 for the full control effect
#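 Inhibition of viral replication was scored as loss of reporter luminescence in HFFs infected with HCMV-luciferase (MOI 1 PFU/cell) for 72 h; compounds tested at 2 doses, normalized to buffer and Salinomycin controls.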
# AmpC no deterg: qHTS Inhibitors of AmpC Beta-Lactamase (assay without detergent). P00811. AmpC nitrocefin hydrolysis, absorbance 480 nm, 0.0001% Triton. Potency, µM (titrated, usually from 57.1 µM), without a hit: top-dose activity change, negative = inhibition, usual class: inhibitors. actives 0.52% (n = 330,000);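 also: potency is read from the fitted curve at half-maximal effect; plate controls were no compound for no effect and no enzyme for full effect; nearly all actives have a fitted effect of over 20% in size; some results filed as inactive show a strong effect at the top dose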
#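 20 mM phosphate pH 7.0 + 0.01% (detergent screen) or 0.0001% Triton X-100; 5.3 nM AmpC reagent; cpd preinc 15 min RT; nitrocefin (800 uM stock) to start; A480 q20 s × 4 min; Activity was normalised to no-enzyme and no-compound control wells.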
# Shiga inhibitor: A qHTS for Small Molecule Inhibitors of Shiga Toxin; Vero cells, Shiga toxin protein synthesis inhibition reporter; actives 9.2% (n = 290,000); inhibition, % at 38.7 µM; in the data active = inhibition mostly above about 28%, no sharp cut-off; inactive = mostly below about 43%; also: 0% is about no effect
# Cycloheximide cs: Cycloheximide Counterscreen for Small Molecule Inhibitors of Shiga Toxin | cell reporter, cycloheximide protein synthesis inhibition counterscreen | actives 12% (n = 300,000) | max response, % | AID 2314, 2010; in the data active = max response mostly above about 13%, no sharp cut-off; inactive = mostly below about 14%; also: read at 38.3 µM for the half of the compounds with a filed dose; 0% is about no effect
# The depositor's hits bear a star; ? = inconclusive; · = not tested or not shown; & = joins results of further samples; [ ] = another dose, or the depositor's remark. Unless noted, calls follow the shape of the dose curve; as a rule, active = well fitted curve in the direction sought with a large enough effect; inconclusive = small, poorly fitted or top-dose-only effect, or another doubt; inactive = no such curve, though single readings can be large; an effect the other way counts as inactive or inconclusive. No enrichment for hits, and some 16% of all compounds hit somewhere here.
SMILES,Giardia FBPA inh,AmpC detergent,AMA1 RON2 block,HCMV inh,AmpC no deterg,Shiga inhibitor,Cycloheximide cs
O=C(NCC1CCCO1)c1cccc(NC(=O)c2ccccc2)c1 (stereo not given),·,3.2%,0.0%,1.7,-9.9%,-21.4,2.1
CCN1CCN(c2ccccc2NC(=O)c2ccc(-n3cccn3)cc2)CC1,·,?,-0.1%,49.5,-3.6%,·,·
C=C(C(=O)c1ccccc1)C(C)CC(=O)c1ccccc1 (stereo not given),-1.7%,-19.6%,24.6%,-82.3*,-23.8%,-1.8,6.5
O=C(CSCc1ccc(Cl)cc1)Nc1cccc(C(=O)Nc2ccccc2C(=O)O)c1,20.3%,?,0.4%,19.5,-22.9%,12.1,-2.8
O=C(c1cc(COc2ccc(F)cc2Cl)on1)N1CCN(c2cnccn2)CC1,5.0%,1.4%,-3.1%,?,-8.9%,1.4,0.9
Cc1c(C(=O)OCC(=O)NC(C)c2ccccc2)oc2ccccc12 (stereo not given),·,3.5%,-2.0%,33.2,-9.9%,-2.1,9.7
C[n+]1ccccc1/C=N/O,1.0%&-0.5%&-5.3%,-12.3%&-8.0%,-1.3%&-2.1%,-6.7&-23.7,-8.6%&-14.3%,-17.2&-4.0,-2.2&8.7
COc1ccc(C(=O)NCC(=O)N2CCNC(=O)C2)cc1OC,0.6%,-1.9%,4.6%,15.4,-13.0%,-3.5,3.8
Cc1nc2ccccc2c(=O)n1/N=C/c1ccncc1,0.3%,1.5%,3.1%,12.2,-11.3%,-2.4,-0.8
Cc1ccc(C(=O)Nc2ccccc2N2CCN(C(=O)C(C)C)CC2)cc1,5.2%,?,-15.7%,?,45.5%,-20.3,1.5
FC(F)(F)c1ccc(NC(=S)NCc2ccccc2)cc1,-2.6%,-11.2%,26.2%,?,-37.0%,-1.0,3.0
FC(F)(F)c1cccc(N2Cc3ccccc3C2)c1,-6.7%,-15.5%,1.1%,-1.0,-7.7%,36.8*,19.8*
Cc1cc(-c2csc(N)n2)c(C)n1-c1ccc(Cl)c(Cl)c1,-8.9%,-15.8%,-0.6%,-18.5,-39.0%,-10.8,-3.2
COC(=O)c1cccnc1NC(=S)NC1CCCCC1,3.1%,-4.8%,27.4%,3.2,-19.3%,-13.1,-1.2
CC1CCCC(NC(=O)COC(=O)/C=C/c2ccc(S(=O)(=O)N3CCOCC3)cc2)C1C (stereo not given),3.4%,7.6%,-1.9%,-21.5,-15.9%,-4.5,-2.9
CCNC(=O)/C(C#N)=C/c1c(N(Cc2ccccc2)Cc2ccccc2)nc2ccccn2c1=O,-0.7%,-6.1%,-10.7%,?,157.6%[activator],-11.6,-3.3
CN(C1(C)CCS(=O)(=O)C1)S(=O)(=O)c1ccc2ccccc2c1 (stereo not given),·,?,2.0%,-6.8,-1.3%,·,·
CCc1noc(C)c1C(=O)Nc1ccc(S(=O)(=O)N2CCCCC2)cc1,·,-13.2%,8.4%,-15.4,-20.9%,·,·
COc1ccc2nc(SCc3ccccc3C)nc(C)c2c1,0.1%,-0.3%,37.5%[activator],-35.3,-4.2%,0.0,12.1*
Cc1cc(-c2ccccc2)nc2c(Br)c(=O)[nH]n12,3.0%,?,-5.1%,-12.6,-52.9%,14.2,-3.0
O=C(Nc1cccc(S(=O)(=O)N2CCCCC2)c1)c1ccc2ccccc2n1,-6.5%,?,4.2%,-1.8,-23.4%,-20.6,25.2*
Fc1cccc(-n2c(-c3cccs3)nc3nc4ccccc4nc32)c1,4.2%,-9.7%,·,·,-0.9%,-8.0,-2.8
CCOc1ccc(N(CC(=O)Nc2ccccc2F)S(=O)(=O)c2c(C)[nH]c(=O)[nH]c2=O)cc1,·,-4.0%,-4.4%,-39.7,-20.3%,-5.0,9.5
COc1ccc(S(=O)(=O)Nc2c(C)n(C)n(-c3ccccc3)c2=O)cc1Br,6.7%,2.4%&8.2%,2.8%,22.6&11.3,-8.9%,-2.6,-5.4
CCOc1ccc(NC(=O)N(CCN(C)C)C(C)c2ccncc2)cc1 (stereo not given),-4.7%,5.7%,-0.2%,-2.6,-8.7%,39.2,-2.6
CS(=O)(=O)c1ccc2nc(NC(NC(=O)c3ccco3)(C(F)(F)F)C(F)(F)F)sc2c1,-3.6%,2.3%,-2.0%,-36.0,-19.6%,-16.1,-5.8
COc1ccccc1OCCC(=O)OCC(=O)NC(=O)NC(C)(C)C,-1.2%,?,4.4%,-2.1,7.2%,-13.7,-0.6
CC(=O)c1c(C)[nH]c(C(=O)Nc2ccc(Cl)cc2F)c1C,-5.8%,?,-9.7%,42.0,-15.3%,115.7*,31.6*
O=C(NCc1ccc(F)cc1)c1cccc2c1C(=O)N(Cc1cccnc1)C2,0.2%,-3.3%,12.9%,-4.3,15.0%,-11.7,-3.4
Cc1c(NC(=S)N/N=C/C=C/c2ccc([N+](=O)[O-])cc2)c(=O)n(-c2ccccc2)n1C,19.0%,-14.0%,2.6%,-102.8*,-20.0%,2.5,1.1

# Single records (already shown):
# CC(=O)c1c(C)[nH]c(C(=O)Nc2ccc(Cl)cc2F)c1C is listed with Giardia FBPA inh: -5.8%; AmpC detergent: ?; AMA1 RON2 block: -9.7%; HCMV inh: 42.0; AmpC no deterg: -15.3%; Shiga inhibitor: 115.7*; Cycloheximide cs: 31.6*
# COc1ccc2nc(SCc3ccccc3C)nc(C)c2c1 is listed with Giardia FBPA inh: 0.1%; AmpC detergent: -0.3%; AMA1 RON2 block: 37.5%[activator]; HCMV inh: -35.3; AmpC no deterg: -4.2%; Shiga inhibitor: 0.0; Cycloheximide cs: 12.1*

# (more compounds)
SMILES,Giardia FBPA inh,AmpC detergent,AMA1 RON2 block,HCMV inh,AmpC no deterg,Shiga inhibitor,Cycloheximide cs
COCCC(=O)N1CCC(Oc2ccc(C(=O)NC3CCCCC3)cc2)CC1,-3.7%,?,5.2%,-1.7,12.5%,-1.9,-1.1
COc1ccc(-c2nnnn2C)cc1S(=O)(=O)NCCc1ccccc1,4.8%,-0.6%,-0.1%,-22.7,-11.6%,2.2,-3.7
CCN(CC)CCCNC(=O)c1cc2c(-c3cccc(OC)c3)nn(C)c2s1,10.1%,4.8%,2.9%,75.3,30.1%,6.0,-3.4
CCCOc1nc(N)c(C#N)c(-c2ccccc2F)c1C#N,1.4%,0.9%,-4.5%,-21.1,-14.8%,-17.0,-1.2
CCCCn1c(N)c(N(CC(C)C)C(=O)CC2OC(=O)c3ccccc32)c(=O)[nH]c1=O (stereo not given),·,-10.3%,-0.3%,-28.4,-7.6%,·,·
Cc1[nH]c2ccccc2c1CCO,-0.4%,-2.0%,0.6%,4.6,?,9.5,-2.5
COc1ccc(NS(=O)(=O)c2cccc(C(=O)NN=Cc3ccc(OC)cc3OC)c2)cc1,·,·,34.5%[activator],-11.0,-20.2%,·,·
CCCCCN(C(=O)NC(=O)Nc1nncs1)S(C)(=O)=O,4.8%,-11.9%,?,41.6,-9.4%,-7.3,-1.8
CC(=O)c1ccc(-c2ccc(C(=O)Nc3nc(C)c(C(C)=O)s3)o2)cc1,·,?,-5.3%,?,-5.4%,·,·
Cc1ccccc1S(=O)(=O)Nc1ncnc2ccccc12,3.7%,4.5%,-9.9%,-19.1,-25.2%,32.9*,-1.4
ClCc1ncc(-c2ccc(Cl)cc2)o1,0.3%,-9.6%,-3.8%,?,-3.4%[11.4 µM],11.5,20.5
CC(=O)c1sc(NC(=O)CCS(=O)(=O)c2ccc(Cl)cc2)nc1C,·,-3.5%,7.6%,0.7,1.1%,·,·
CCN(CC)CCNC(=O)c1ccc2c(=O)n(C3CCCC3)c(=S)[nH]c2c1,6.0%,0.4%,35.1%[activator],10.5,25.4%,-8.4,-5.1
COc1cccc(CNC(=O)CN2c3cccc4cccc(c34)S2(=O)=O)c1,·,0.0%,-5.4%,-88.3*,-25.4%,·,·
CC(NC(=O)Nc1ccc(Cl)cc1)c1ccc2c(c1)OCO2 (stereo not given),6.2%,?,-6.7%,-38.4,8.91µM*,-4.0,4.9
Cc1cccc(-c2noc(-c3ccc(Cl)cc3[N+](=O)[O-])n2)c1,0.2%,-8.0%,?,166.7,-15.0%,81.7*,42.1*
O=C(NC(=S)NN1CCOCC1)c1cc(Br)ccc1Cl,·,·,48.8%[activator],-14.7,-22.5%,·,·
CC(=O)Nc1ccc(NC(=O)CCOc2cc(C)ccc2C)cc1,·,-6.4%,-10.5%,16.6,4.8%,-6.2,2.7
COCCOC(=O)C1=C(C)NC(C)=C(C(=O)OCCOC)C1/C=C/c1ccccc1OC,-2.4%,9.1%,4.8%,86.5,113.5%[activator],-8.7,-1.4
Cc1c(S(=O)(=O)NC(C)c2ccccc2)c(=O)n(C)c(=O)n1C (stereo not given),·,-4.5%,3.9%,-5.7,-2.0%,-36.1,1.1
CCOC(=O)c1sc(NC(=O)CC(C)c2ccccc2)nc1C (stereo not given),-4.5%,-0.1%,-4.4%,-4.1,-12.7%,9.8,-1.5
O=c1c(/C=N/N2CCOCC2)c(O)n(-c2ccccc2)c(=S)n1-c1ccccc1,4.4%,?,-0.7%,-22.3,-1.6%,-32.3,16.8*
Cc1ccc(NC(=O)CNCc2cccs2)cc1Br,?,0.4%,-3.2%,-26.2,-6.8%,52.4*,25.8*
O=C(NCc1cccnc1)Nc1ccc(Br)cc1Cl,·,-10.2%,-2.9%,2.6,-7.0%,-16.6,4.5
CCCC(C)C(=O)Nc1nnc(C)s1 (stereo not given),0.1%,?,9.2%,6.5,-10.0%,11.1,-2.1
COc1ccc(C)cc1NC(=O)C(OC(=O)CNC(=O)c1ccc(Oc2ccccc2)cc1)c1ccccc1 (stereo not given),0.5%,-14.0%,-2.9%,-18.3,-17.8%,16.5,-1.4
COc1ccc(-c2cc(C(=O)Nc3ccccc3)on2)cc1,0.2%,6.8%,-20.2%,16.8,-8.1%,124.4*,18.8*
Cc1cc(-c2ccc(C)c(S(=O)(=O)NCCCN3CCN(c4ccccc4F)CC3)c2)on1,·,2.3%,-5.1%,0.0,52.2%,5.2,5.0
COc1ccc(-c2csc(NCc3ccco3)n2)cc1,-7.6%,-13.5%,-8.3%,62.4,-39.6%,71.8*,42.4*
CCN(CC)CCNC(=O)C1CCN(S(=O)(=O)N2CCCCC2)CC1,2.5%,2.0%,0.1%,50.1,0.282µM*,2.8,-1.4

# Screening results: PubChem BioAssay, National Center for Advancing Translational Sciences (NCATS)
